VIM-2 inhibitor = VIM-2 metallo-beta-lactamase inhibitors, primary screen, biochemical, epi-absorbance readout, Pseudomonas aeruginosa enzyme; purified VIM-2, nitrocefin hydrolysis, epi-absorbance fluorescence; inhibition, % at 5.6 µM; 0.89% of 290,000 active;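 active = inhibition above the mean of all tested compounds plus 3 SD, cutoff set per screening run, cut at about 7.5% in these data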;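 note: red hydrolysis product quenches plate fluorescence so inhibitors raise well fluorescence; 0% = enzyme with DMSO and 100% = DMSO without enzyme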
IDE cell activ = human IDE activators in live cells, primary screen, fluorescence polarization, HEK cells, FAbeta-B substrate | Insulin-degrading enzyme (Homo sapiens), P14735 | FAbeta-B cleavage; 0% vehicle, 100% cell-free pure enzyme wells | activation, % at 5.96 µM | 0.073% of 340,000 active | AID 493087, 2011;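 active = activation above the mean of all tested compounds plus 3 SD, set per screening campaign, cut at about 17% in these data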
Target sequence (P14735 whole entry, looked up): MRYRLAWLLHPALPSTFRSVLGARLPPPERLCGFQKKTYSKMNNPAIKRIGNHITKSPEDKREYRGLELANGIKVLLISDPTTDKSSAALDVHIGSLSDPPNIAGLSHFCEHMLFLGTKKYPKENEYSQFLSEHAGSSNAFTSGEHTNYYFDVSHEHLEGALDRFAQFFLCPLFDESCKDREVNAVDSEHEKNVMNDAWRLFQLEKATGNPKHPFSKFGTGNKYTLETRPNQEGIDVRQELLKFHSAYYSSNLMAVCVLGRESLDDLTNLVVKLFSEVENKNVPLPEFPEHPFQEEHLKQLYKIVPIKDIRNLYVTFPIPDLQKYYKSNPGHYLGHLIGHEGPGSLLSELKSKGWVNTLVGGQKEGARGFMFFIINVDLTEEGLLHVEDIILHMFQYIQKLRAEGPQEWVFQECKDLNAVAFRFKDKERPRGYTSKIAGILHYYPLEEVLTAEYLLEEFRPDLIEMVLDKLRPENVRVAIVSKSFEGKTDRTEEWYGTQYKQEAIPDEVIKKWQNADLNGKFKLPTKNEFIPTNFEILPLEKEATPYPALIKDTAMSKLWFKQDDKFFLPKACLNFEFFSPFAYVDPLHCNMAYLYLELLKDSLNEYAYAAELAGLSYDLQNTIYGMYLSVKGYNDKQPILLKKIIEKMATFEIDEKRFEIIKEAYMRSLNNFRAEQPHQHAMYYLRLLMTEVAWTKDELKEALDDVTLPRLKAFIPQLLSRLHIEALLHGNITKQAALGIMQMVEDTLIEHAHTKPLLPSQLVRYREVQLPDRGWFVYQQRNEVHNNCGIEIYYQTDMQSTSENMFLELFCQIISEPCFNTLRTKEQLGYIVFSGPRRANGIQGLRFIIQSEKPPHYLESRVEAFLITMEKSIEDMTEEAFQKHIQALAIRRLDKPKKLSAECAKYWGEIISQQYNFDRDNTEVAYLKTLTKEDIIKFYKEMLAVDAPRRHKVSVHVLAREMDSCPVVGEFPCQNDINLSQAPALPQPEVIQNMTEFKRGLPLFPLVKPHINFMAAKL
NALP1 yeast inh = NALP1 inflammasome inhibitors in reconstituted yeast, colorimetric, S. cerevisiae, triplicate retest; inhibition, % at 10 µM; S. cerevisiae NALP1/ASC/caspase-1 growth, X-gal OD620, 72 h; 0.61% of 280,000 active; AID 2071, 2009; in the data active = inhibition mostly above about 24%, no sharp cut-off; inactive = mostly below about 32%; note: some compounds called inactive have numbers as strong as hits
PHOSPHO1 inh = PubChem AID 1565; Phosphoethanolamine/phosphocholine phosphatase (Homo sapiens), Q8TCT1; recombinant PHOSPHO1, absorbance phosphatase assay; inhibition, % at 13.3 µM; 1.1% of 290,000 active; in the data active = inhibition above about 60%
IDE cell inh = human IDE inhibitors in live cells, primary screen, fluorescence polarization, HEK cells, FAbetaB substrate. Insulin-degrading enzyme (Homo sapiens), P14735. FAbetaB cleavage. inhibition, % at 5.59 µM. 0.41% of 320,000 active. AID 434962, 2010;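 active = percent inhibition above the average of all tested compounds plus 3 SD, set per screening campaign, cut at about 16% in these data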;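 note: IDE supplied by intact live HEK cells; FP after avidin binding of uncleaved biotin substrate so inhibition keeps polarization high; 0% = DMSO wells and 100% = 60 µM reference IDE inhibitor Ii1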
IMP-1 inh = IMP-1 metallo-beta-lactamase inhibitors, primary screen, biochemical, epi-absorbance readout, Pseudomonas aeruginosa enzyme; 0.45% of 290,000 active; purified IMP-1, nitrocefin hydrolysis, epi-absorbance fluorescence; inhibition, % at 5.6 µM; metallo-beta-lactamase IMP-1 (Pseudomonas aeruginosa);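 active = inhibition above the mean plus 3 SD of all compounds in the same screening run, cut at about 4.5% in these data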;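 note: 0% = IMP-1 with DMSO and 100% = DMSO wells lacking enzyme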
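system = purified recombinant IMP-1 beta-lactamase | amount = 0.2 nM IMP-1, as dispensed | medium = HEPES buffer pH 7.1 with ZnSO4 and Brij 35 | times = 25 °C, 15 min preincubation, 25 min reaction | detection = plate fluorescence quenching by hydrolysis product, ex 480/em 530 nm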
p-CIP stab down = p/CIP-EGFP fusion destabilizers, primary screen, fluorescence, F442A cells; 0.01% of 290,000 active; 16 h; decrease of EGFP signal, % at 10 µM; Q05BA5; AID 1984, 2009;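 active = EGFP signal decrease of at least 30% at 10 µM or well 3 SD below plate mean, unless failing retest; inactive = the rest, including hits failing retest or dose response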; note: some compounds called inactive have numbers as strong as hits; many of its hits are not listed in these tables
PfM18AAP inh = PfM18AAP inhibitors, malaria aminopeptidase, primary screen, biochemical, QFRET, recombinant enzyme; M18 aspartyl aminopeptidase (Plasmodium falciparum 3D7); AID 1822, 2009; 1.2% of 290,000 active; H-Glu-NHMec fluorogenic cleavage; inhibition, % at 7.35 µM;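 active = inhibition above the campaign mean inhibition over all tested compounds plus 3 SD, cut at about 28% in these data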;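 note: 0% = plate median of test compound wells and 100% = 2 mM ZnCl2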
GPR7 antag = GPR7 receptor antagonists, primary screen, cell-based, fluorescence, single concentration; GPR7-expressing cells, fluorescence antagonist assay; Neuropeptides B/W receptor type 1 (Homo sapiens), P48145; AID 1861, 2009; inhibition, % at 4.4 µM; 1.1% of 290,000 active; in the data active = inhibition above about 16%, passing the limit was not always enough;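 note: cells stimulated with the agonist NPW; 0% = agonist with vehicle and 100% = vehicle without agonist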
Numbers without * were called inactive; / = no result given. Outcome played no part in choosing rows; overall some 5.3% were active at least once.

SMILES	VIM-2 inhibitor	IDE cell activ	NALP1 yeast inh	PHOSPHO1 inh	IDE cell inh	IMP-1 inh	p-CIP stab down	PfM18AAP inh	GPR7 antag
O=C(N/N=C/c1ccc(N2CCOCC2)cc1)c1ccc(O)cc1	-5.5	-3.2	-5.1	11.5	-1.7	-2.1	-6.0	11.9	7.0
COc1cccc(C(=O)OCC(=O)c2ccc(Br)s2)c1	-4.5	2.6	-5.8	27.4	5.2	-3.3	-12.3	4.3	-3.2
CC1CN(c2ncnc3c2oc2ccccc23)CC(C)O1 (centres undefined)	6.3	-0.1	-37.8	-16.0	4.4	-2.5	-3.5	-9.3	-12.9
CCOC(=O)c1cnc2c(cnn2C)c1NCCCN(C)C	8.4*	2.8	-5.0	58.3	-4.6	-2.2	-4.4	3.5	5.7
COc1ccc(N(CC(=O)Nc2c(C)n(C)n(-c3ccccc3)c2=O)S(=O)(=O)c2ccc(F)cc2)cc1	-0.7	3.8	24.6	-5.1	0.8	-5.9	1.7	-5.1	4.4
O=C1CC(C(=O)N2CCCc3ccccc32)CN1c1ccc(Cl)cc1 (centres undefined)	2.1	-1.5	-37.9	-5.0	6.4	-2.7	-9.0	-2.8	2.8
CC(C)(C)c1cc(OC(=O)c2ccccc2F)ccc1O	0.8	-2.7	0.4	12.9	1.6	-2.1	1.3	6.0	0.0
O=C(NCc1cccnc1)c1ccc2c(c1)C(=O)N(Cc1ccccc1)C2=O	-1.9	-0.4	12.8	28.0	1.8	-1.8	-13.1	2.1	-1.1
CN(CC1CCCN(CCc2ccc(F)cc2)C1)C(=O)CCC(N)=O (centres undefined)	-1.4	3.1	-11.1	/	2.0	-0.9	-3.1	-3.0	-10.7
O=C(Nc1ccc(Cl)c(Cl)c1)Nc1nnc(-c2ccncc2)s1	-6.2	13.7	19.6	-9.3	1.7	-3.0	4.5	2.0	-6.5
CC(C)CNC(=O)NC1(C(F)(F)F)Oc2ccccc2O1	0.7	8.0	1.6	16.2	-0.7	-1.0	8.2	40.9*	4.0
O=c1c(OC2OC(CO)C(O)C(O)C2O)c(-c2ccc(O)c(O)c2)oc2cc(O)cc(O)c12 (centres undefined)	-3.5	-0.7	12.3	8.4	-4.1	-2.3	0.0	61.8*	-9.9
O=C(CSc1nnnn1-c1ccccc1)Nc1ccc(N2CCOCC2)c(Cl)c1	-1.2	4.6	17.9	-21.8	-7.9	-3.3	-9.3	0.6	-11.6
CCN(CC)c1ccc(/C=N/NS(=O)(=O)c2ccc(CNC(C)=O)cc2)cc1	-2.6	-1.2	/	-1.3	0.1	-1.1	-19.9	-0.8	-7.7
CCOc1ccc(C(=O)CCCC(=O)c2ccc(OCC)cc2)cc1	-1.5	-3.3	8.2	51.2	2.1	-4.9	-15.3	-2.1	-11.4
CC(C)(C)c1ccc(NC(=O)C2CCCN(c3cnccn3)C2)cc1 (centres undefined)	-3.3	1.1	16.0	6.7	13.4	-4.0	7.9	-1.3	-15.6
CCOC(=O)c1csc(NC(=O)c2ccc(N3C(=O)CCC3=O)cc2)n1	-2.0	-1.7	16.7	27.1	-1.9	-1.7	1.9	-2.2	-0.5
O=C(Nc1ccc2[nH]ncc2c1)c1ccccc1Br	-2.6	2.5	-2.3	44.0	-0.1	-2.2	-6.8	4.2	-13.4
CCN(Cc1ccccc1)C(=O)C1CCN(Cc2sccc2C)CC1	-0.1	-0.8	31.5	-13.0	-3.2	0.2	-7.3	-2.8	12.0
C/C(=N\N=C(N)N)c1cccc(Cl)c1	-2.0	3.6	-13.4	20.6	6.3	-2.4	-1.4	0.1	-8.0
COc1ccc(CC(NC(C)=O)C(=O)NC2CCN(c3nnnn3-c3ccccc3)CC2)cc1 (centres undefined)	-1.9	0.1	4.3	-6.1	-3.9	-1.8	1.1	1.0	-1.0
CC(C)Cn1cc(C(=O)N2CCC(C)CC2)c2c3ccccc3n(C)c2c1=O	-2.4	0.4	3.0	-3.0	4.0	-3.2	15.0	2.7	-11.0
O=C(O)c1cccc(Nc2nc(Nc3ccccc3)nc(N3CCCC3)n2)c1	-1.6	0.5	0.0	0.6	7.8	-2.8	5.8	6.0	-8.8
O=C(Nn1cnnc1)c1cc2c(s1)CCCC2	-5.5	-2.1	6.6	7.1	3.0	-4.6	-0.6	31.5*	-14.6
Cn1c(=O)n(C)c2cc(NS(=O)(=O)c3ccc(Br)s3)ccc21	-1.6	3.4	1.1	-15.7	-1.0	-1.7	-5.4	1.5	-13.7
COCC(=O)N(CCc1ccc(OC)cc1)Cc1nc2ccccc2c(=O)[nH]1	-6.0	1.4	-0.6	-32.1	1.3	-1.1	-11.4	-5.3	-5.5
COc1ccc(NC(=O)Cn2c([N+](=O)[O-])cnc2C)cc1Cl	1.7	-0.3	4.1	39.4	-0.9	-1.9	1.6	4.1	0.1
COC(=O)C1=NN(C(=O)c2ccccc2)C(O)(c2ccc([N+](=O)[O-])cc2)C1 (centres undefined)	-3.3	5.8	-14.4	13.9	/	-4.6	-2.5	27.7	-5.5
CCc1nnc(NS(=O)(=O)c2ccc(NC(=S)NC(=O)c3ccc(OC)c(OC)c3)cc2)s1	-1.1	2.7	/	-1.3	-2.1	-0.4	-13.7	0.8	-14.0
COc1ccc(S(=O)(=O)NC(C)C(=O)Nc2ccccc2C(F)(F)F)cc1 (centres undefined)	-4.3	2.5	-11.0	6.7	1.8	-2.4	-7.4	-1.8	-5.0
Cc1cccc(C(=O)OCC(=O)Nc2ccc(F)cc2)c1	-0.6	4.6	28.4	22.4	-0.3	-0.4	0.0	-3.7	-4.3
Cc1nc2ncnn2c(C)c1Cc1ccccc1Cl	-3.2	2.6	-3.1	-7.3	3.5	0.9	-5.4	-7.5	10.1
COc1ccc(NC(=O)N2CCCC(CCC(=O)N(C)CCc3ccccn3)C2)cc1 (centres undefined)	-1.1	3.3	-37.0	-5.7	8.8	-3.6	-4.5	-0.7	1.6
CCCN1CCc2c(sc(NC(=O)c3ccc(S(=O)(=O)N(C)c4ccccc4)cc3)c2C(=O)NC)C1	5.4	-8.5	-4.9	27.6	5.2	9.6*	-54.7	2.9	7.0
O=C(Nc1c(-c2ccccc2)nc2ccccn12)c1cccc(F)c1	-2.8	2.6	0.5	28.6	-1.6	-2.5	1.3	-2.4	9.1
CCCCN(CC)C(=O)Cc1ccc(Br)cc1	0.5	0.9	26.5	7.4	2.5	-3.3	-5.6	-0.8	-3.6

Reformatted with bars between the fields: part of the list above.
Compound | VIM-2 inhibitor | IDE cell activ | NALP1 yeast inh | PHOSPHO1 inh | IDE cell inh | IMP-1 inh | p-CIP stab down | PfM18AAP inh | GPR7 antag
COC(=O)C1=NN(C(=O)c2ccccc2)C(O)(c2ccc([N+](=O)[O-])cc2)C1 (centres undefined) | -3.3 | 5.8 | -14.4 | 13.9 | / | -4.6 | -2.5 | 27.7 | -5.5
CCc1nnc(NS(=O)(=O)c2ccc(NC(=S)NC(=O)c3ccc(OC)c(OC)c3)cc2)s1 | -1.1 | 2.7 | / | -1.3 | -2.1 | -0.4 | -13.7 | 0.8 | -14.0

Remaining list, next part
SMILES	VIM-2 inhibitor	IDE cell activ	NALP1 yeast inh	PHOSPHO1 inh	IDE cell inh	IMP-1 inh	p-CIP stab down	PfM18AAP inh	GPR7 antag
COCCNc1nc(N)c([N+](=O)[O-])c(NCC2CCCO2)n1 (centres undefined)	0.6	-0.3	21.4	-2.2	-6.0	-1.2	3.7	-1.3	-0.9
CCN(CC)S(=O)(=O)c1ccc(O)c(C(=O)OCC(=O)NC2CCCC2)c1	-2.2	0.9	-15.9	-11.7	-1.2	-4.5	6.0	-4.8	4.0
CC1(CCC(=O)N2CCCC(Nc3ccc(F)cc3)C2)CC1 (centres undefined)	-2.6	3.1	9.5	27.0	-7.2	-1.1	-0.7	-3.2	13.5
Cc1nn(-c2nnc(C)c(=O)[nH]2)c(C)c1SCC(=O)Nc1ccc(F)cc1	0.8	0.9	-10.4	55.1	5.0	-7.7	-3.0	26.2	-6.7
Cc1ncc(CO)c(CNc2ccc(Oc3ccccc3)cc2)c1O	-2.4	-3.6	11.5	47.9	/	-1.6	-8.6	3.4	-10.2
COc1ccc2cc(CCNC(=O)c3ccc(S(=O)(=O)N4CCCC4)cc3)c(=O)[nH]c2c1	-1.4	-0.3	-1.9	32.6	2.9	-4.8	-10.2	-0.9	1.1
Cc1ccc(-n2c(SCc3ccc(C#N)cc3)nnc2-c2ccccn2)cc1	-2.8	5.0	-1.0	52.9	8.9	-3.8	0.5	-1.6	0.1
CCCCC1(C)OC(=O)C(=Cc2ccc(N(CC)CC)cc2)C(=O)O1 (centres undefined)	-2.6	4.4	2.0	47.3	5.3	-1.0	-3.0	-5.7	-8.9
CSCC[C@H](NC(=O)OC(C)(C)C)c1nnc(SCC(=O)N(C)C)o1	-0.6	0.1	-9.9	1.2	-1.2	-0.8	-11.1	-14.9	-2.6
COC(=O)CN(c1ccc(C)cc1)S(=O)(=O)c1ccc(F)cc1	-6.9	2.5	10.2	32.2	0.7	-2.2	-2.9	6.0	-6.0
CCCCN1CC(C(=O)NCc2ccc(C)cc2)CC1=O (centres undefined)	-2.0	0.8	-8.7	4.1	-6.3	-2.1	-0.5	-4.3	2.3
CC(=O)c1cccc(NC(=O)NC2CCCCC2)c1	-3.4	6.9	-10.7	-9.4	3.2	-3.2	9.2	0.9	2.1
CC(C)(C)NC(=O)CCN(/N=C/c1ccccc1)C1=NS(=O)(=O)c2ccccc21	1.0	-5.7	10.7	/	0.1	-2.2	-9.1	-3.9	-2.0
O=C(O)C1C2CCC(O2)C1C(=O)Nc1ccc(F)c(Cl)c1 (centres undefined)	-0.6	1.2	11.5	/	1.3	-1.4	-6.2	-3.9	-4.8
O=C(O)C1=C[C@H](c2ccc(Br)cc2)C[C@H](OCCCCO)O1	0.1	6.6	-1.3	15.8	-1.8	-0.6	-11.3	-4.3	13.7
Cc1ccsc1CN(C(=O)c1ccccc1)C1CCS(=O)(=O)C1 (centres undefined)	-1.9	0.8	3.6	-25.9	-0.9	-3.0	11.2	-4.5	-1.4
O=C(CNS(=O)(=O)c1ccc(Br)s1)NCCc1ccc(Cl)cc1	0.3	-5.2	9.5	20.0	2.2	0.8	-6.9	10.3	25.3*
O=C(CC1C(=O)NCCN1Cc1ccc(-c2ccccc2)cc1)NCC1CCOCC1 (centres undefined)	2.1	-3.1	-5.6	5.7	3.7	-2.1	-3.6	-7.7	-12.8
Cc1c(NC(=O)c2cc3ccccc3o2)c(=O)n(-c2ccccc2)n1C	0.3	5.4	12.6	18.5	-3.4	-1.4	-19.1	-10.6	-13.6
Cc1ccc(C)c(Cn2nnc3c(=O)[nH]c(C4CCCN(C(=O)c5ccco5)C4)nc32)c1 (centres undefined)	-0.3	4.3	8.5	40.3	0.1	-2.9	-1.9	-3.5	-17.4

Screening results from PubChem.
